High-throughput results as filed in PubChem.
PI5P4Ka inh: qHTS for Inhibitors of phosphatidylinositol 5-phosphate 4-kinase (PI5P4K); Phosphatidylinositol 5-phosphate 4-kinase type-2 alpha (Homo sapiens), P48426; PI5P4Kalpha enzyme, ADP-Glo luminescence, 60 min; active compounds read low; max response, %; 330,000 tested, 1.2% active; AID 652105, 2013; active = max response of -50% or lower; inconclusive = between -30% and -50%; inactive = -30% or higher; note: value at the top dose of about 77 µM; % is set by controls: 0 for no effect and ±100 for the full control effect
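PI5P4Kalpha ADP-Glo assay; 5 microM ATP final; 60 min RT reaction; HEPES pH 7.4/EGTA/CHAPS, 5% DMSO; controls lacking substrate or enzyme; luminescent end-point.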
GLP-1R agonist: qHTS of GLP-1 Receptor Agonists | HEK293 GLP-1R CRE-luciferase, luminescence, 4-6 h; cells express a hypersensitive GLP-1R form | Potency, µM (series often up to 45.6 µM), without a hit: at the highest dose activation, actives largely listed as activators | 380,000 tested, 0.007% active; note: potency is the fitted concentration of half-maximal effect; % of control where 0% means no effect
Target sequence (P43220 whole entry, looked up): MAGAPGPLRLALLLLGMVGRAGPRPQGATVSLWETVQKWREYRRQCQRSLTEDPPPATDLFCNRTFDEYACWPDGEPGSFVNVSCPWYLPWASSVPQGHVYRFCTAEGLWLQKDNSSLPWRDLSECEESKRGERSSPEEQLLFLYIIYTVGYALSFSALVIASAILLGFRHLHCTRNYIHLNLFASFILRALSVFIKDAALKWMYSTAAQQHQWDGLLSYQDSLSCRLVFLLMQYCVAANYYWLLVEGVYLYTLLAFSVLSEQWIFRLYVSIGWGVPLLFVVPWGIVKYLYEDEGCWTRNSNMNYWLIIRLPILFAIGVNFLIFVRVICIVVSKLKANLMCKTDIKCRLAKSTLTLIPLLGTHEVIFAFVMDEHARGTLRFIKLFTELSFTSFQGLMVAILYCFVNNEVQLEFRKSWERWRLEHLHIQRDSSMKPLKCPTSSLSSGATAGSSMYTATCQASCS
EPAC1 ag: qHTS for Agonist of cAMP-regulated guanine nucleotide exchange factor 3 (EPAC1): primary screen | Rap guanine nucleotide exchange factor 3 (Homo sapiens), O95398 | EPAC1 agonist qHTS, biochemical assay; response scale: 100% = response to 6.5 mM cAMP | Potency, µM (highest dose often 154 µM), inactives show top-dose activation, hits mostly activators | 360,000 tested, 0.073% active | AID 720707, 2013; note: potency is the fitted concentration of half-maximal effect; nearly all actives have a fitted effect of over 60% in size
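Nucleotide exchange by EPAC1 (100 nM) on Rap1B–BODIPY-GDP (250 nM) in the presence of 50 uM GDP is tracked fluorescently at 480/540 nm over 30 min. Signals are normalized to a 6.5 mM cAMP control.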
GLP1R cytotox: qHTS of GLP-1 Receptor Inverse Agonists: Cytotox Screen | AID 624418, 2012 | HEK293 cAMP-luciferase reporter cells, luminescence, 24 h | 410,000 tested, 0.13% active | Potency, µM (top dose mostly 38.3 µM), for the others: at the top dose activity change, negative = inhibition, usual class: inhibitors;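 note: loss of luciferase light is scored as toxicity; potency is the fitted concentration of half-maximal effect; % is set by controls: 0 for no effect and ±100 for the full control effect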
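Step one: seed cells (200 cells/uL, DMEM with 10% Nu serum, 1% pen-strep). Step two: 12-hour incubation at 37 deg C. Step three: pin 23 nL compound, incubate 24 hr. Step four: add luciferase reagent, read luminescence 12 min later.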
PLK1 PBD block: qHTS for Inhibitors of PLK1-PDB (polo-like kinase 1 - polo-box domain): Primary Screen | 360,000 tested, 2.8% active | Plk1 PBD binding of FITC phosphopeptide, fluorescence polarization | AID 720504, 2013 | Serine/threonine-protein kinase PLK1 (Homo sapiens), P53350 | Potency, µM, inactives show max response, negative = inhibition, hits mostly inhibitors; note: potency is the fitted concentration of half-maximal effect; series mostly up to about 57 µM; % is set by controls: 0 for no effect and ±100 for the full control effect; nearly all actives have a fitted effect of over 65% in size
Target sequence (P53350 whole entry, looked up, the tested form may be a part): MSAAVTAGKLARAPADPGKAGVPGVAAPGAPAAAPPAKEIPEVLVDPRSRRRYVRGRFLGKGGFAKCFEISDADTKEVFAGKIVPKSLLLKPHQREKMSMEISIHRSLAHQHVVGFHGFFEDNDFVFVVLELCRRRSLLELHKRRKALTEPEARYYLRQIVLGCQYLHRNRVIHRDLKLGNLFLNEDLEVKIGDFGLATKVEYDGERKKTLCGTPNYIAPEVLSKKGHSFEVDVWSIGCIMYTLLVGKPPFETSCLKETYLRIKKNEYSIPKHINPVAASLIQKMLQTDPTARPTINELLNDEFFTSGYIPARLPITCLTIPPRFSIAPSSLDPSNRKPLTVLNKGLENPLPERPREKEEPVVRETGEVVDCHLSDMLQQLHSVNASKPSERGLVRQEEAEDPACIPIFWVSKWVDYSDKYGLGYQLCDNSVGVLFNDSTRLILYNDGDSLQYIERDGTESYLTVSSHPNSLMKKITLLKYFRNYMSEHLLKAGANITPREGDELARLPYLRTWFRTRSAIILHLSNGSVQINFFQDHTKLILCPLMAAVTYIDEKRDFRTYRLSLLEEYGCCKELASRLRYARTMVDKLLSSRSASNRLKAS
IL-2 act: qHTS of IL-2 Activators; IL-2 activation reporter assay, cell-based qHTS; stimulated with anti-CD3/CD4/CD28 beads; in transgenic mouse T cells; activation, % (series mostly up to about 46 µM); 360,000 tested, 0.065% active; AID 652025, 2013; in the data active = activation above about 50%; inconclusive = mostly about 30% to 49%; note: 0% is about no effect
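Readout is EGFP and DsRed signal by fluorescent plate cytometry after 18 h at 37 degrees C. Transgenic mouse T cells (750/well) received compound for 60 min before bead stimulation (anti-CD3, anti-CD4, anti-CD28); memory T cells served as non-tolerant control.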
EPAC1 antagonist: qHTS for Antagonist of cAMP-regulated guanine nucleotide exchange factor 3 (EPAC1): primary screen. Rap guanine nucleotide exchange factor 3 (Homo sapiens), O95398. EPAC1 GEF assay, Rap1b-BODIPY-GDP exchange fluorescence. Potency, µM (series often up to 115 µM), for the others: at the highest dose activity change, negative = inhibition, hits mostly inhibitors. 360,000 tested, 0.14% active. AID 720709, 2013;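 note: potency is the fitted concentration of half-maximal effect; plate controls were vehicle for no effect and positive control for full effect; nearly all actives have a fitted effect of over 50% in size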
GLP1R inv ag: qHTS of GLP-1 Receptor Inverse Agonists (Inhibition Mode); Glucagon-like peptide 1 receptor (Homo sapiens), P43220; HEK293 GLP-1R CRE-luciferase, luminescence, 24 h; GLP-1R form is constitutively active; Potency, µM (doses to about 38.3 µM), inactives show top-dose activity change, negative = inhibition, actives largely listed as inhibitors; 410,000 tested, 1.6% active; AID 624417, 2012; note: potency is the fitted concentration of half-maximal effect; % is set by controls: 0 for no effect and ±100 for the full control effect; nearly all actives have a fitted effect of over 55% in size
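Seeding at 200 cells/uL, 12 h culture, 24 hr compound treatment, then luciferase reagent and a luminescence read; cells are HEK293 stably expressing a constitutively active GLP-1R plus cAMP-responsive luciferase.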
PTHR1 ag: qHTS for PTHR1 Agonists: Primary Screen; Parathyroid hormone/parathyroid hormone-related peptide receptor (Homo sapiens), Q03431; HEK293 GP2 PTHR1 cells, GloSensor cAMP luminescence, 1 h; Potency, µM (doses to about 115 µM), inactives show at the highest dose activation, actives largely listed as activators; 410,000 tested, 0.075% active; note: potency is the fitted concentration of half-maximal effect; nearly all actives have a fitted effect of over 55% in size; some results filed as inactive show a strong effect at the top dose; inactives centre near -15; many of its hits are not listed in these tables
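HEK-293-derived GP2 cells expressing PTHR1 and a GloSensor cAMP reporter, 3,000/well, plated overnight, given luciferin plus IBMX (each 0.5 mM as added) for 1 h at 37 °C, then compound for 1 h at 37 °C. Luminescence was read after 15 min at room temperature.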
Numbers without * were called inactive; i = inactive; u = inconclusive; x = not tested or not shown; & = joins results of further samples; [ ] = remark or other dose. Unless noted, calls come from the whole dose curve; as a rule, active = well fitted curve in the direction sought with a large enough effect; inconclusive = small, poorly fitted or top-dose-only effect, or another doubt; inactive = no such curve, though single readings can be large; an effect the other way counts as inactive or inconclusive. This is a subset; count on the stated rates, not on these rows.

SMILES | PI5P4Ka inh | GLP-1R agonist | EPAC1 ag | GLP1R cytotox | PLK1 PBD block | IL-2 act | EPAC1 antagonist | GLP1R inv ag | PTHR1 ag
COc1ccc(N2CCN(C(c3cccs3)C(C)NC(=O)c3ccco3)CC2)cc1 (stereo not given) | x | 2% | 9% | 0% | -4% | -0.1 | -14% | 0% | -1%
Nc1cccc(C(=O)c2ccccc2C(=O)O)c1 | 21 | -2% | -1% | 1% | 6% | -0.6 | 4% | 5% | i
Cc1cccc(-c2noc(-c3ccno3)n2)c1 | -1 | 0% | -7% | -3% | 2% | -0.4 | 5% | 17% | -18%
Cc1c(N=NC2=C(O)CC(C)(C)CC2=O)c(=O)n(-c2ccccc2)n1C | -12 | -2% | 2% | -10% | -15% | 0.5 | -3% | -12% | -21%
CC(=O)c1ccc(N2CCC(C(=O)O)CC2)cc1 | 0 | 5% | 5% | 4% | -2% | -1.7 | 8% | 18% | i
Cc1ccc(SCc2ccc(C(=O)Nc3cccnc3)cc2)cc1 | 1 | -1% | -6% | 2% | -4% | 0.5 | -12% | -3% | i
COc1c(F)c(F)c(C(=O)Nc2ccc(N3CCN(Cc4ccccc4)CC3)cc2)c(F)c1F | x | -14% | 3% | -19% | -6% | -3.5 | 9% | u | u
COc1cccc(CNC(=O)CSCC(=O)Nc2cc(C)on2)c1 | -4 | 2% | 0% | 3% | -28% | 2.0 | 12% | -2% | -2%
Cc1c(Cl)cnc(NC(=O)CSc2nnc(C)n2Cc2ccccc2)c1Cl | -1 | -10% | 0% | -13% | -3% | 0.8 | u | -13% | i
Cc1cccn2c(=O)c3cc(C(=O)N4CCCC(C)C4)sc3nc12 (stereo not given) | -8 | 10% | -2% | 0% | -2% | 2.0 | 11% | 61%[activator] | -9%
O=C(O)c1ccc(NC2CC(=O)N(Cc3ccccc3)C2=O)cc1 (stereo not given) | -1 | 4% | 6% | 4% | -11% | -0.7 | -17% | -11% | i
Cc1ccc2nc(N/C(=N/S(=O)(=O)c3ccc(F)cc3F)c3ccccc3)sc2c1 | 1 | 13% | 7% | -9% | u | 0.1 | 4% | -30% | -12%
Cc1nn(Cc2ccccc2)c(C)c1NC(=O)CSc1n[nH]c(C)c1[N+](=O)[O-] | 8 | 17% | -9% | u | 1% | 1.4 | 1% | -8% | i
O=C(CSc1ccc(-c2ccc(-n3cccn3)cc2)nn1)Nc1ccccc1F | -1 | 0% | 11% | 4% | -10% | -0.6 | -6% | 21% | -16%
CC(C)(C)CC(=O)Nc1nnc2n1CCS2 | x | -6% | x | 6% | x | x | x | -1% | i
CCOC(=O)c1cccc(NS(=O)(=O)c2c(C)[nH]c(=O)[nH]c2=O)c1 | x | -4% | 2% | -5% | 2% | -2.5 | 1% | -1% | -3%[57.5 µM]
CCOC(=O)c1c(C)[nH]c(C(=O)N/N=C/c2cccc(OC)c2)c1C | 5 | 11% | -16% | u | -23% | 0.6 | -10% | u | -8%
COc1cc(NC(=O)C2CC(=O)N(CCc3ccccc3)C2)cc(OC)c1 (stereo not given) | 1 | 9% | 3% | 1% | -1% | 0.0 | -22% | -13% | i
C=CCOC(=O)C1=C(C)NC(SCC(=O)Nc2ccc(C)c(Cl)c2)=C(C#N)C1c1ccco1 (stereo not given) | 3 | -1% | -12% | -16% | -7% | -1.7 | -6% | -22% | i
CC(C)CC(=O)Nc1ccccc1N1CCCC1 | -14 | 0% | 5% | 7% | -4% | -5.1 | 3% | -6% | -14%
CC(C)CCNC(=O)C(c1ccco1)N(CCCO)C(=O)Cn1nnc(-c2ccc(F)cc2)n1 (stereo not given) | 9 | 5% | -4% | 19% | -11% | -4.7 | -4% | -6% | -50%[inhibitor]
CC(=O)c1cccc(NS(=O)(=O)c2cc(-c3cnc(C4CC4)o3)ccc2C)c1 | -5 | 13% | -1% | u | 6% | -1.1 | -7% | u | -40%&-50%
Cc1ccc(C2=NN(S(C)(=O)=O)C(c3ccc4nccnc4c3)C2)cc1 (stereo not given) | -8 | 4% | -2% | 1% | 10% | -2.9 | -15% | 3% | -8%
O=C(Nc1cc(C(F)(F)F)ccc1N1CCOCC1)C1Cc2ccccc2CN1C(=O)c1ccco1 (stereo not given) | -23 | -2% | 5% | -12% | -7% | -2.3 | 0% | -4% | -10%
COc1cc2c(cc1OC)CN(C(=O)CCCOc1ccc(Cl)cc1Cl)CC2 | x | 23% | u | -6% | -6% | -1.6 | -5% | 0% | -29%
Cc1[nH]nc(-c2ccc(O)cc2O)c1-c1nc2ccccc2s1 | 15 | 21% | -4% | -19% | -3% | -0.1 | 1% | u | -37%[inhibitor]
CNc1oc(-c2ccc(F)cc2)nc1S(=O)(=O)c1ccccc1 | 4 | 19% | -1% | -5% | 2% | 0.5 | -8% | 1% | -2%
COc1cc(-c2cnc3c(NC=O)cc(-c4ccc(N5CCN(C)CC5)cc4)cn23)cc(OC)c1OC | -6 | 10% | -3% | 7% | 0% | -0.4 | 7% | -4% | i
CCN1CCN(S(=O)(=O)c2ccc(OC)c(Br)c2)CC1 | -6 | 7% | 1% | -1% | u | -1.8 | 4% | -17% | 0%
O=C(O)CC(NC(=O)c1cccc(F)c1)c1ccc(OC2CCCC2)cc1 (stereo not given) | 0 | 0% | -6% | 3% | -4% | -0.1 | -4% | 6% | -25%
CCCCNS(=O)(=O)c1ccc2nc(-c3cccnc3)cc(C(=O)NC(C)CC)c2c1 (stereo not given) | 0 | -3% | -25% | 5% | -3% | 1.7 | -27% | 15% | -14%
CCn1c(SCC(=O)OC)nnc1-c1c[nH]c2ccccc12 | 7 | 11% | 8% | -8% | -17% | 1.5 | 14% | 9% | -12%
CC(C)CNC(=O)COc1ccc(Sc2ccc(OCC(=O)NCC(C)C)cc2)cc1 | 1 | 0% | -7% | -27% | -1% | 0.2 | -1% | 12% | i
CC(C)OCCCNC(=S)N1CCC(C(=O)c2ccc3c(c2)OCCO3)CC1 | 0 | 13% | 3% | -3% | -9% | 0.7 | 1% | 4% | -8%
CN(C)CCCn1cnc2c(c1=N)C(c1ccccc1)c1ccc3ccccc3c1O2 (stereo not given) | -21 | -2% | 6% | u | -22% | -1.2 | 5% | u | 12%
Cc1ccc(S(=O)(=O)N2CCN(C(=O)CN3C(=O)NC(C)(CCC(C)C)C3=O)CC2)c(C)c1 (stereo not given) | 2 | 6% | 2% | 6% | -12% | 0.0 | 11% | -30% | -31%[inhibitor]
CN(C)CCOC(=O)C12CC3CC(C1)CC(C(=O)OCCN(C)C)(C3)C2 | -9 | 2% | -5% | 22% | 1% | 0.1 | 0% | 34%[activator] | -7%
O=C(CSc1nc2ccc(NC(=O)c3ccccc3C(=O)O)cc2s1)Nc1ccc(F)c([N+](=O)[O-])c1 | u | 30% | 6% | -8% | -17% | -0.7 | -18% | 4% | -11%
Cc1noc(C)c1CSc1ccccc1C(=O)N1CCN(c2ccccc2)CC1 | -3 | 14% | 4% | -19% | -1% | -1.8 | 0% | 7% | -29%
COc1cccc(OCc2nc3ncc(Br)cc3[nH]2)c1 | x | 5% | 2% | u | -9% | -0.3 | -5% | -4% | 11%[57.5 µM]
COc1ccc(NC(=O)CNC(=O)c2nn(-c3ccc(OC)c(Cl)c3)c(=O)c3ccccc23)c(OC)c1 | 0 | 20% | 4% | -13% | 1% | -3.1 | -13% | -3% | i
O=C(CCN1C(=O)[C@H]2CC=CC[C@H]2C1=O)NCc1nc(-c2ccc(Cl)cc2)no1 | 0 | 8% | 8% | -20% | -17% | -1.7 | 4% | u | -23%
COc1ccc(NC(=O)Cn2c(=O)n(-c3ccc(OC)cc3)c(=O)c3ccc(C(=O)NCc4ccc(C)cc4)cc32)cc1 | x | -1% | x | -1% | x | x | x | 7% | i
CC(=O)Nc1ccc(-c2csc(NNC(=O)c3ccccc3)n2)cc1 | -17 | 5% | -4% | -27% | -12% | -2.4 | 6% | 27% | i
O=C(Cn1ncnn1)OCc1ccccc1Cl | 1 | -1% | -1% | -2% | 2% | 1.3 | 0% | 11% | -16%[57.5 µM]

Arranged by molar mass (ascending): part of the list above
SMILES | PI5P4Ka inh | GLP-1R agonist | EPAC1 ag | GLP1R cytotox | PLK1 PBD block | IL-2 act | EPAC1 antagonist | GLP1R inv ag | PTHR1 ag
COc1cccc(OCc2nc3ncc(Br)cc3[nH]2)c1 | x | 5% | 2% | u | -9% | -0.3 | -5% | -4% | 11%[57.5 µM]
CC(=O)Nc1ccc(-c2csc(NNC(=O)c3ccccc3)n2)cc1 | -17 | 5% | -4% | -27% | -12% | -2.4 | 6% | 27% | i
CC(C)CNC(=O)COc1ccc(Sc2ccc(OCC(=O)NCC(C)C)cc2)cc1 | 1 | 0% | -7% | -27% | -1% | 0.2 | -1% | 12% | i
C=CCOC(=O)C1=C(C)NC(SCC(=O)Nc2ccc(C)c(Cl)c2)=C(C#N)C1c1ccco1 (stereo not given) | 3 | -1% | -12% | -16% | -7% | -1.7 | -6% | -22% | i
O=C(CSc1nc2ccc(NC(=O)c3ccccc3C(=O)O)cc2s1)Nc1ccc(F)c([N+](=O)[O-])c1 | u | 30% | 6% | -8% | -17% | -0.7 | -18% | 4% | -11%
